ARNT TACC3 PPI = disruptors of human ARNT/TACC3 interaction | Q9Y6A5 | AlphaScreen His-ARNT PAS-B/GST-TACC3 binding, luminescence; TACC3 fragment carries E629A point mutation | inhibition, % at 9.99 µM | 390,000 compounds, 0.66% hits;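 active = mean inhibition of replicates at least 50% and at least half of replicates each reaching 50%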;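 note: 0% = complete ARNT plus TACC3 wells and 100% = ARNT alone without TACC3; many hits fall short of the cut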
esBAF inh = inhibitors of esBAF chromatin remodeling in mouse ES cells. 350,000 compounds, 2% hits. AID 602393. reporter increase, % at 12.5 µM. Bmi1-luciferase knock-in reporter, 24 h; 100% = twice the neutral-well signal; in the data active = activation above about 40%;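 note: 0% = median of the plate's neutral control wells and 100% = double that signal; a rise in the Bmi1 reporter signal indicates esBAF inhibition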
Cneo AK release = causes C. neoformans cell lysis | 360,000 compounds, 0.2% hits | lysis activity, % at 15 µM | adenylate kinase release luminescence, 4 h; normalised: neutral wells 0, clomiphene wells 100;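 active = mean lysis activity across replicates of at least 80%, whatever share of replicates individually reach that level; inactive = mean lysis activity below 80%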
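Assay system: log-phase C. neoformans yeast / Quantity: yeast cell density of 5 × 10^6 cells/mL / Medium: fresh YPD growth medium / Compound: single dose / Timing: static 4 h at 37 °C with compound, 1 h detection / Measured by: adenylate kinase release luminescence / Read-out: lysis from increased AK signal / Benchmarks: Clomiphene as positive lysis control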
SIRT5 block = inhibitors of human sirtuin-5 desuccinylase | Q9NXA8 | Purified SirT5, succinyl-peptide AMC, trypsin-coupled fluorescence | inhibition, % at 15 µM | 330,000 compounds, 1.1% hits; in the data active = inhibition above about 15%
Target sequence (Q9NXA8 whole entry, looked up): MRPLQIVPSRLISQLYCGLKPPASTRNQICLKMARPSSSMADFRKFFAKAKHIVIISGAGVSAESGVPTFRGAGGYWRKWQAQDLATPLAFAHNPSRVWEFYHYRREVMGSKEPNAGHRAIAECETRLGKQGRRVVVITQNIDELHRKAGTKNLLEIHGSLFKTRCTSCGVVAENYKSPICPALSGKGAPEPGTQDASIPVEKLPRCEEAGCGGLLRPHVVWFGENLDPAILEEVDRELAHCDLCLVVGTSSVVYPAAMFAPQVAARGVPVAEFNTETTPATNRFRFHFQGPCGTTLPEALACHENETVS
miR-122 sensor = blocks miR-122 activity in Huh7 sensor cells; Huh7 miR-122 Renilla luciferase sensor, 48 h; neutral wells = 0, positive control = 100; activation (reporter increase), % at 12.5 µM; 340,000 compounds, 0.3% hits;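 active = mean replicate activation score at least 90 and every replicate individually at or above 90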;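 note: higher luciferase means less miR-122 activity so hits act as miR-122 inhibitors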
Statin myotox sup = protects C2C12 myotubes from simvastatin toxicity; ATP luminescence, 48 h; scaled: DMSO 0, geranylgeraniol control 100; rescue of ATP level, % at 7.49 µM; 330,000 compounds, 0.78% hits;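 active = mean ATP rescue above about 67%, or every replicate alone reaching that limit, limit read from the data, passing the limit was not always enough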;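 note: myotubes were challenged with 10 µM simvastatin during compound exposure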
ERp5 inh = ERp5 (human) disulfide isomerase inhibition; AID 651711; ERp5 insulin aggregation, absorbance 650 nm, 90 min; inhibition, % at 9.99 µM; Q15084; 350,000 compounds, 0.05% hits;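 active = mean replicate inhibition above about 25%, with every replicate also reaching it, limit read from the data, passing the limit was not always enough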
Target sequence (Q15084 whole entry, looked up): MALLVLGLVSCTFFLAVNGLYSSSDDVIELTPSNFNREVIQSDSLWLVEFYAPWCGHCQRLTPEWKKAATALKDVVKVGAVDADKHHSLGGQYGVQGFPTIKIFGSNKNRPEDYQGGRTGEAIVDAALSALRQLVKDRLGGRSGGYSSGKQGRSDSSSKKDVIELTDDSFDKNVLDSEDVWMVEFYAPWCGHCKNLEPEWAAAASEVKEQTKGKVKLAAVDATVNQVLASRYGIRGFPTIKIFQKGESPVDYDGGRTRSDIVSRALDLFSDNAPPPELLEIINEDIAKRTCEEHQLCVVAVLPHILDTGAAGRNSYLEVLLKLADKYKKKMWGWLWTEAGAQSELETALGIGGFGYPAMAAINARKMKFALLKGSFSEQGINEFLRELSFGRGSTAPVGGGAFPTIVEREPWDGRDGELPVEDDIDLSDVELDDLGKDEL
* = called active by the depositor; / = no result given; & = joins results of further samples; [ ] = dose if it differs, or a comment. Not a hit list, and some 4% of all compounds hit somewhere here.

SMILES | ARNT TACC3 PPI | esBAF inh | Cneo AK release | SIRT5 block | miR-122 sensor | Statin myotox sup | ERp5 inh
N#C[C@H]1[C@@H](c2ccc(-c3cccc(F)c3)cc2)[C@H](CO)N1C(=O)NC1CCCC1 | -9 | 2 | 0 | 4 | / | -24 | -3
CCCC(=O)Nc1ccc2c(c1)C(=O)N(C)C[C@H](OC)[C@@H](C)CN(Cc1ccccc1F)[C@H](C)CO2 | -4 | 0 | 2 | -10 | 0[16.7 µM] | -5 | 0
C[C@@H]1CN([C@@H](C)CO)C(=O)c2cc(NC(=O)c3ccncc3)ccc2O[C@H]1CN(C)Cc1ccc(Oc2ccccc2)cc1 | 3 | -2 | -2 | 16* | 5[16.7 µM] | -78 | -2
Cc1ccc(S(=O)(=O)N2CCOCC2)cc1NC(=O)CSc1nnc(COc2ccccc2F)n1N | / | 4 | 0 | -4 | 0 | 3 | -4
Cc1ccc2nc(C3CCN(C(=O)c4ccco4)CC3)[nH]c2c1 | 4 | -2 | 0 | / | -4 | -4 | /
C[C@@H]1CN([C@@H](C)CO)S(=O)(=O)c2ccc(C#Cc3ccccc3)cc2O[C@H]1CN(C)C(=O)Cc1ccccn1 | -1 | 4 | -1 | 2 | 3[16.7 µM] | -13 | -4
Cc1nc(NC(=O)COC(=O)c2ccc(CO)cc2)c(Cl)cc1Cl | -4 | -6 | 6 | -3 | -7 | 5 | -5
CCCCCCCN1CCN=C1N(C)C | -6 | -1 | 3 | / | -5 | -5 | -5
O=C(C[n+]1ccccc1)N/N=C/c1cc(Br)cc(Br)c1O | 64* | 1 | 1 | / | -5 | 0 | /
COc1cccc(NC(=O)Nc2ccc3c(c2)C(=O)N(C)[C@@H]2CC[C@@H](CC(=O)NCCc4ccccc4)O[C@H]2CO3)c1 | -5 | 5 | 8 | 5 | / | -21 | 5
CC(=O)NS(=O)(=O)c1ccc(NC(=O)/C=C/c2ccc(C)o2)cc1 | 29 | / | / | 4 | / | / | 6
COc1ccc(-c2cc(C(F)(F)F)nc(-n3ccnc3)n2)cc1 | -2 | 4 | / | -1 | 9 | 10 | 2
COc1cccc(C(=O)NCCCc2ccccc2)c1OC | 3 | 11 | 0 | -3 | 2 | 2 | 10
O=C(NCCCNC(=O)c1cncc(O)c1)c1cncc(O)c1 | / | / | / | -4 | 3 | / | 2
CCOC(=O)c1nn(-c2ccc(C)cc2)c(=O)cc1OCC(=O)N1CCN(c2ccccc2)CC1 | 25 | -2 | / | 0 | -7 | 11 | -1
COc1ccccc1-c1csc(-n2ncc(C#N)c2N)n1 | -3 | / | -1 | 9 | -3 | / | 2
COc1ccccc1N(Cc1ccccc1)S(=O)(=O)c1cccc(C(=O)Nc2ccc(C)cn2)c1 | -2 | 14 | -1 | -3 | -3 | -9 | 7
COc1ccc(CNC(=O)c2csnn2)cc1 | 1 | 0 | 0 | / | 1 | 27 | /
COC(=O)c1cc(NC(=O)C2CC(=O)NC(=NCc3ccc(OC)cc3)S2)cc(C(=O)OC)c1 (stereo unspecified) | 2 | / | / | 2 | / | / | 2
CCC[C@@H]1C[C@@H](C(=O)N[C@H]([C@@H](C)O)[C@H]2O[C@H](SC)[C@H](O)[C@@H](O)C2O)N(C)C1 (stereo partly specified) | -19&3 | 0&-3 | -9&2 | -2 | -2 | 15 | 2

Quoted at random: 6 records from the list
SMILES | ARNT TACC3 PPI | esBAF inh | Cneo AK release | SIRT5 block | miR-122 sensor | Statin myotox sup | ERp5 inh
CCCCCCCN1CCN=C1N(C)C | -6 | -1 | 3 | / | -5 | -5 | -5
CCC[C@@H]1C[C@@H](C(=O)N[C@H]([C@@H](C)O)[C@H]2O[C@H](SC)[C@H](O)[C@@H](O)C2O)N(C)C1 (stereo partly specified) | -19&3 | 0&-3 | -9&2 | -2 | -2 | 15 | 2
COc1ccc(CNC(=O)c2csnn2)cc1 | 1 | 0 | 0 | / | 1 | 27 | /
COC(=O)c1cc(NC(=O)C2CC(=O)NC(=NCc3ccc(OC)cc3)S2)cc(C(=O)OC)c1 (stereo unspecified) | 2 | / | / | 2 | / | / | 2
C[C@@H]1CN([C@@H](C)CO)S(=O)(=O)c2ccc(C#Cc3ccccc3)cc2O[C@H]1CN(C)C(=O)Cc1ccccn1 | -1 | 4 | -1 | 2 | 3[16.7 µM] | -13 | -4
O=C(NCCCNC(=O)c1cncc(O)c1)c1cncc(O)c1 | / | / | / | -4 | 3 | / | 2

The listing continues:
SMILES | ARNT TACC3 PPI | esBAF inh | Cneo AK release | SIRT5 block | miR-122 sensor | Statin myotox sup | ERp5 inh
O=C(NCCCc1ccccc1)c1cccc(NC(=O)c2ccccc2)c1 | 3 | 7 | 4 | -5 | -1 | -15 | -4
C[C@H](CO)N1C[C@H](C)[C@H](CN(C)C(=O)Nc2ccc3c(c2)OCO3)Oc2ncc(-c3ccc(F)cc3)cc2C1=O | -8 | 18 | 91* | 1 | 19[16.7 µM] | -7 | 1
C[C@@H]1CN([C@H](C)CO)C(=O)c2cc(NC(=O)Cc3cn(C)c4ccccc34)ccc2O[C@@H]1CN(C)C(=O)Nc1ccc(F)cc1 | -2 | 2 | 41 | 3 | -9[16.7 µM] | 21 | -1
COc1cccc(C(=O)NCCS(=O)(=O)NCc2ccccn2)c1 | 5 | / | / | -1 | / | / | -3
COc1ccccc1CCN=C(N)NS(=O)(=O)c1cccs1 | -2 | / | / | -4 | / | / | 0
C[C@@H]1CCCCO[C@H](CN(C)C)[C@H](C)CN([C@H](C)CO)C(=O)c2cc(NS(=O)(=O)c3ccccc3)ccc2O1 | / | -6 | / | / | -5[16.7 µM] | -22 | /
COc1ccccc1NC(=O)C(=O)N1CCCC1 | -8 | / | / | 0 | / | / | 8
CC(=O)NC(c1cccc(F)c1)c1nc(-c2cccc(C(C)C)c2)cs1 (stereo unspecified) | / | -2 | -1 | / | 3 | 3 | 9
CCCCOc1ccc(/C=C2/Sc3ccccc3C2=O)cc1 | / | / | 1 | -5 | -1 | / | 4
O=c1[nH]cnc(O)c1C1C=CC=CC=C1 | -1 | 5 | 1 | / | -2 | 2 | -1
O=C(N/C(=C/c1ccco1)C(=O)N1CCOCC1)c1ccccc1Br | -1 | / | -1 | -7 | / | / | -14
COc1cccc(S(=O)(=O)N[C@H]2C=C[C@@H](CC(=O)NC3CCC3)O[C@H]2CO)c1 | -6 | 3 | 0 | -6 | / | -4 | 2
O=C(NCc1cccnc1)c1cccc(S(=O)(=O)Nc2cccc(Cl)c2)c1 | 8 | -18 | 1 | -9 | 87 | 8 | -8
COC1CCN(C(=O)CC2C(=O)NCCN2CC2CCCCC2)CC1 (stereo unspecified) | 0 | / | / | 1 | / | / | -1
CCC(=O)c1ccc(OCC(=O)Nc2cccc(S(=O)(=O)N3CCCCCC3)c2)cc1 | 4 | -11 | 0 | 2 | 1 | -9 | -5
CCN(CC)CCCN(C(=O)c1ccc(Br)cc1)c1nc(-c2ccc(OC)cc2)cs1 | 30 | -13 | 12 | 0 | -20 | 1 | -3
Cc1cccc(S(=O)(=O)N2C[C@@H](O)COC[C@@H]3O[C@@H](CC(=O)NCCCN4CCOCC4)CC[C@H]32)c1 | -10 | 0 | -4 | 1 | -2[16.7 µM] | -9 | -4
O=C(Nc1cccc(C(=O)N2CCN(c3cccc(Cl)c3)CC2)c1)c1ccccc1 | 16 | 8 | / | 1 | 76 | -8 | -1
CCN(C(=O)CSc1ncccc1C(=O)O)C1CCCCC1 | -6 | / | / | 1 | / | / | -1
COc1ccc(N(CC(=O)N/N=C/c2cccs2)S(=O)(=O)c2ccc(OC)c(OC)c2)cc1 | 3 | -11 | 1 | -4 | -8 | 39 | 0
CN(C)C(=O)N1CCC(C(=O)NC2CCCCCCC2)CC1 | -2 | 1 | 1 | / | -2 | -6 | /
COc1ccc(N2CCN(C(=O)C(OC(C)=O)c3ccccc3)CC2)cc1 (stereo unspecified) | 2 | 2 | -9 | / | -4 | 0 | /
C[C@@H]1CN([C@H](C)CO)C(=O)c2cc(NC(=O)CCC(F)(F)F)ccc2O[C@H]1CN(C)C(=O)Nc1ccc(C(F)(F)F)cc1 | -8 | 3 | -1 | -4 | -1[16.7 µM] | 11 | -3
Cc1ccc(NC(=O)CN2CCN(CCN=CC3=C(O)CC(c4ccc(C)cc4)CC3=O)CC2)cc1 (stereo unspecified) | -2 | / | / | 1 | / | / | 2
COc1ccc(NC(=O)C2(C)Cc3c(-c4ccccc4)ccnc3O2)cc1OC (stereo unspecified) | / | 4 | 0 | -3 | -5 | 31 | 4
COCCCn1nnnc1SCC(=O)Nc1nc2ccccc2s1 | -3 | 10 | 0 | -4 | 6 | 17 | 4
CN(C)C(=O)CSc1nnc(-c2cc(-c3cccs3)nc3ccccc23)o1 | -8 | -8 | 0 | / | -2 | -11 | /
O=C1CN(C(=O)/C=C/c2ccco2)c2ccccc2N1 | -3 | / | 2 | -3 | / | / | 8
COc1cc([N+](=O)[O-])ccc1NC(=O)CSc1n[nH]c(C(C)C)n1 | 1 | / | / | 0 | / | / | -7
CS(=O)Cc1cc(Sc2ccccc2)nc(-c2cccnc2)n1 (stereo unspecified) | -1 | 7 | 6 | 2 | 16 | 6 | 3
CCN(C(=O)COC(=O)CCC(=O)c1cccs1)c1ccccc1 | -7 | -4 | 1 | -2 | -7 | 8 | 1
CCN(CC)c1cc(C)c(C#N)c2nc3ccccc3n12 | 1 | -5 | 1 | -6 | 7 | -3 | -6
OCC1(Cc2ccccc2)CCCN(Cc2c[nH]c3ccccc23)C1 (stereo unspecified) | 1 | / | / | -2 | / | / | 4
O=C(C[C@H]1CC[C@@H]2[C@H](COC[C@@H](O)CN2CC2CC2)O1)NCC1CC1 | -7 | 1 | -1 | -2 | -4[16.7 µM] | -3 | -1
COc1ccc2sc(-c3ccc(SC)cc3)c(C#CCO)c2c1 | 0 | 27 | -2 | -3 | 11 | -11 | -1
COc1ccccc1S(=O)(=O)N[C@H]1CC[C@@H](CCn2cc(C3CCCCC3)nn2)O[C@H]1CO | 6 | 7 | -3 | 1 | 4[16.7 µM] | -1 | -2
COc1ccc(-c2noc(CCC(=O)Nc3cc(Cl)c(OC)cc3OC)n2)cc1 | -2 | 40 | -2 | / | -10 | -28 | /
O=C(N[C@@H]1CC[C@@H](CC(=O)N2CCC(Cc3ccccc3)CC2)O[C@@H]1CO)c1cnccn1 | 12 | 7 | 1 | -2 | / | -3 | 1
COc1cccc(OCCNc2cc(N3CCCCC3)ccc2[N+](=O)[O-])c1 | -6 | -1 | -1 | / | -1 | -32 | /
O=C(COC(=O)c1cccc(C(=O)OCC(=O)NCc2ccc(F)cc2)n1)NCc1ccc(F)cc1 | -2 | / | / | 1 | / | / | -8
COCC(=O)Nc1ccc(S(=O)(=O)Nc2nccs2)cc1 | 2 | -5 | -1 | 0 | -1 | -5 | -4
Cc1ccc(OCC(=O)N/N=C\c2cn(Cc3ccccc3)c3ccccc23)cc1C | -1 | / | 0 | / | -8 | / | /
Cc1ccc(C(C)C)c(OCCNC(=S)Nc2cccc3ccccc23)c1 | 8 | 4 | 16 | / | 4 | 5 | /
CC(=O)Nc1ccc(S(=O)(=O)N2C3CCCC2CC(NC(=O)C2CCCCC2)C3)cc1 (stereo unspecified) | -7 | 4 | -1 | / | -14 | / | /
Cc1ccc(S(=O)(=O)c2ccc(NC(=O)c3c(F)cccc3F)cc2)cc1 | 13 | -6 | 1 | -5 | 25 | -5 | 1
CC1CCC(NC(=O)CN(C)S(=O)(=O)c2ccc3c(c2)c(=O)n(C)c(=O)n3C)CC1 (stereo unspecified) | 0 | 1 | 1 | 1 | -5 | 3 | /
CC(N=C1NS(=O)(=O)c2ccccc21)C(=O)NCCCc1ccccc1 (stereo unspecified) | -4 | 7 | 1 | -2 | 1 | 3 | 2
COc1cc(CN2CCNC(=O)C2CC(=O)NCc2csc(C(C)C)n2)cc(OC)c1 (stereo unspecified) | 0 | 1 | -4 | -3 | 6 | 6 | -3
O=C(O)[C@H](Cc1ccccc1)N1C(=O)c2c(Cl)c(Cl)c(Cl)c(Cl)c2C1=O | -3 | 4 | -1 | -1 | / | -3 | 4
O=C(CCCN1C(=O)/C(=C/c2cccs2)SC1=S)NNC(=O)c1ccccc1O | 3 | / | 1 | / | -2 | / | /

Screening data from PubChem BioAssay.
